# All columns: NCI-60 one-dose screen, growth in % after 48 h at 10 µM unless noted; 100 = growth as untreated, 0 = no growth, -100 = all killed.
# HL-60(TB): HL-60(TB) leukemia cells; actives 9% (n = 78,000); active means growth percent below 10
# * = called active by the depositor; & = joins results of further samples.
structure | HL-60(TB)
Fc1ccc2c(c1)c(-c1nc(-c3c[nH]c4ncccc34)cs1)cn2CCN1CCOCC1 | 48
NS(=O)(=O)Oc1ccc(C(=O)NC23CC4CC(CC(C4)C2)C3)cc1Cl | 99
CC1CC(OC(=O)CCl)CC(C)(C)C1 (configuration not stated) | 81
CCNCCNc1cc(-c2cccc(C(F)(F)F)c2)c(C#N)c2nc3ccccc3n12 | -59*
CCC1(c2ccccc2)C(=O)N=C(N)N(C#N)C1=O (configuration not stated) | 89
CN(C)CCCN1c2ccccc2CCc2ccc(Cl)cc21 | 80
N#Cc1ccc(NC(=O)Nc2ccc([N+](=O)[O-])cc2Cl)cc1 | 94
O=C(CBr)c1c2c(cc3c1CCCC3)CCCC2 | 95
c1ccc2c(c1)NC1(CCCCC1)S2 | 103
ClCCN(Cc1ccccc1)Cc1ccccc1 | 93
COc1ccc(/C=C(\C#N)C(N)=O)cc1 | 104
CCOP(=O)(OCC)O[C@H]1CC[C@]2(C)[C@H]3CC[C@@H]4[C@@H]([C@](C)(O)CCC=C(C)C)CC[C@@]4(C)[C@]3(C)CC[C@H]2C1(C)C | 0.5*
O=C1c2cc3c(cc2-c2c1c1ccc(Cl)cc1c(=O)n2CCCN1CCOCC1)OCO3 | 17
CC(C)=CCc1cc(O)cc2c1OC(C=C(C)C)C1=C2C(=O)C2=C(NCCS2(=O)=O)C1=O (configuration not stated) | -36*
Cc1ccc(NSc2ccccc2[N+](=O)[O-])cc1 | -7.0*
COc1cc2c(c(OC)c1OC)C1(NCC2)C(=O)Nc2ccc(Cl)cc21 (configuration not stated) | 100
O=C(O)C(CS(=O)(=O)O)Nc1ncnc2nc[nH]c12 (configuration not stated) | 91
COc1cc(/C=C2/SC(=O)NC2=O)cc(OC)c1OC | 60
O=S(=O)(c1ccc(NC(=S)N2CCOCC2)cc1)N1CCCCC1 | 113
O=[N+]([O-])c1ccc(N/N=C/c2c(O)ccc3ccccc23)c([N+](=O)[O-])c1 | 98
NNc1nc(-c2cccnc2)nc2c1sc(=S)n2-c1ccccc1 | 77
CCN1C(=O)/C(=C2\SC(=Nc3ccccc3)N(Nc3ccccc3)C2=O)c2ccccc21 | 92
Cn1c(=O)c2c(nc(Oc3ccccc3)n2C)n(C)c1=O | 104
CS(=O)(=O)c1ccc(C(=O)N/N=C/c2cccnc2)cc1 | 80
CC[n+]1c(/C=C/C=C2\N(C)c3ccccc3C2(C)C)sc2ccccc21 | -30*
Cc1ccnc(NS(=O)(=O)c2ccc(Nc3ccnc(SCC(=O)c4ccc(Cl)cc4)n3)cc2)n1 | 101
O=C1C(Cl)=C(N=Nc2c(Cl)c(O)c3ccccc3c2O)C(=O)c2ccccc21 | 91
Cc1ccc(/C=C/C(=O)c2ccc(-c3cc4ccccc4oc3=O)nc2C)cc1 | 89
O=C(CSc1nc2ccccc2c(=O)[nH]1)NCCN1CCCCC1 | 94
CCOC(=O)CSc1nc(-c2cnccn2)cc(-c2cccs2)c1C#N | 98

# Not a retest: an excerpt of the list.
structure | HL-60(TB)
Fc1ccc2c(c1)c(-c1nc(-c3c[nH]c4ncccc34)cs1)cn2CCN1CCOCC1 | 48
NS(=O)(=O)Oc1ccc(C(=O)NC23CC4CC(CC(C4)C2)C3)cc1Cl | 99

# The results go on.
structure | HL-60(TB)
ClC1C(Cl)C2(Cl)C(c3ccccc3)=CC1(Cl)C2(Cl)Cl (configuration not stated) | 112
CC(=O)Nc1cc(Cl)ccc1C | 102
CC(=O)Oc1ccc(O)c(C(=O)O)c1 | 107
O=C(Nc1ncnc2nc[nH]c12)c1ccccc1 | 125
COc1cc(C(=O)NN)cc(OC)c1OC | 97
CCn1cnc2c(SC3CCCC3)ncnc21 | 59
CC(=O)Oc1cccc(OC(C)=O)c1OC(C)=O | 103
O=C(CCCCCn1c2ccccc2c2c3c(c4c5ccccc5[nH]c4c21)C(=O)N(O)C3=O)N1CCOCC1 | 45
Oc1ccc2ccccc2c1N=Nc1ncn[nH]1 | 103
COc1cc(/C=N/n2c(CN3CCCCC3)nc3ccccc3c2=O)cc(OC)c1OC | 87
O=S(=O)(Cc1cccc2c(CS(=O)(=O)c3ccc(Cl)cc3)cccc12)c1ccc(Cl)cc1 | 94
CSc1cnn(CCC#N)c(=O)n1 | 100
N#Cc1c(NC(=O)c2ccco2)[n+]([O-])c2cc(Cl)c(Cl)cc2[n+]1[O-] | 92
COc1ccc(NC(=O)Nc2ccc(OCCCCCC(=O)NO)cc2)cc1 | 98
O=C(O)CCCc1cnc2c3sccc3nc(SCc3c(Cl)cccc3Cl)n12 | -26*
COc1ccc2nccc(/C=C/c3ccnc4ccc(OC)cc34)c2c1 | 64
COc1cc2nnn3c4ncccc4c(N=O)c3c2cc1OC | -32*
COc1ccc([C@H]2c3[nH]c4ccccc4c3C[C@@H]3C(=O)N(C4CCN(Cc5c(F)cccc5F)CC4)CC(=O)N23)c(OC)c1 | 67
CCN(CC)CC(O)CNc1ccnc2cc(Cl)ccc12 (configuration not stated) | 79&103
CCN(CCO)CCNc1ccc(C)c2sc3cc(OC)ccc3c(=O)c12 | 68
COc1cc(Cl)cc(-c2nn(C(=O)NS(=O)(=O)c3ccc(C)cc3)cc2-c2ccncc2)c1 | 99
O=C1NC(=O)C2(CCCC2c2ccccc2)N1 (configuration not stated) | 100
O=c1c2cc(F)ccc2oc2c(NCCNCCO)nc3ccccc3c12 | 71
O=C1C(O)=C(c2ccccc2)C(=O)N1c1ccccc1 | 114
CCOC(=O)N1CCc2c(sc3c2C(=O)N[C@H](c2ccco2)N3)C1 | 84
CCCCCCCC/C=C/CCCCCCCC1=NC(C)(C)CN1CCO | -61*
CCc1cc(=O)n2c(-c3ccc(Cl)cc3)cnc2[nH]1 | 82
COc1ccc([C@@H]2[C@@H](Oc3ccccc3)C(=O)N2c2cc(OC)c(OC)c(OC)c2)cc1F | -54*
Nc1c(Br)cc2c(c1Br)Cc1cc(Cl)ccc1-2 | 100
CCn1c(SCC(=O)Nc2nc3ccc(OC)cc3s2)nnc1-c1cccnc1Nc1cc(OC)c(OC)c(OC)c1 | 96
COc1ccc(-c2cc(NC(=O)Nc3cccc(Br)c3)no2)cc1 | 96
COCCOC(=O)C1=C(C)NC(=S)NC1c1ccc2c(c1)OCO2 (configuration not stated) | 92
COc1cc(-c2nnc(SCC(=O)Nc3ccc(C(=O)/C=C/c4ccc(Cl)cc4)cc3)o2)cc(OC)c1OC | 86
Cc1ccc(S(=O)(=O)NC(CCC(=O)NC(N)=O)C(=O)NC(N)=O)cc1 (configuration not stated) | 130
COc1ccc(-c2nc3c4cc(-c5ccccc5)oc4ncn3n2)cc1 | 96
CC(=O)OCC1CCCO1 (configuration not stated) | 85
OCCCN1CCN(CCCO)CC1 | 84
O=c1[nH]nc(Br)c(=O)n1C(c1ccccc1)c1ccccc1 | 89
Cn1cc(-c2nc(N)nnc2-c2c[nH]c3ccc(F)cc23)c2cccnc21 | 37
CCCCCN(CCCCC)CC(O)c1ccc(I)cc1 (configuration not stated) | 96
O=C1OC(c2cccnc2)=N/C1=C\c1ccc(Cl)cc1 | 118
CCc1ccc(-c2ccc(NC3CCCCCC3)nn2)cc1S(N)(=O)=O | 121
C=CCN(C)S(=O)(=O)/N=C1\NC(=O)NC1=C(Cl)Cl | -52*
COc1ccc2c(c1)C(Sc1ccc(C)cc1)c1c(nc(N)c(C#N)c1N)O2 (configuration not stated) | 98
NCCCCn1c(Cc2ccc(Cl)c(Cl)c2)nnc1Cc1cc2ccccc2[nH]1 | 88
Nc1cccc(C(=O)Nc2ccc3c(O)c(N=Nc4ccccc4)c(S(=O)(=O)O)cc3c2)c1 | 127
CCCCCCCC(=O)N1CCOCC1 | 111
Nc1ccccc1Cn1c(=O)[nH]c2cnc(Nc3ccc(OCCN4CCCCC4)cc3)nc21 | 100
CCc1c(N)nc(N)nc1Nc1ccc(C)cc1 | 107
CCN(CC)CCC(c1ccccc1)c1ccccc1 | 107
OC1(c2ccccc2)CC(c2ccccc2)c2ccccc2O1 (configuration not stated) | 97
COc1ccc(NCc2cn(-c3ccc(C(=O)O)cc3)nc2-c2ccc(C(=O)O)cc2)cc1C(F)(F)F | 118
COc1cc(NC(=O)Nc2cccc(-c3cc(=O)c4ccccc4o3)c2)cc(OC)c1OC | 66
C=CCNC(=O)/C(=C/c1cccc([N+](=O)[O-])c1)NC(=O)c1ccccc1 | 137
ClC1=C(Br)C(Br)(Br)C(=C(Br)Br)C1(Br)Br | 30
O=C(COc1ccc(Cl)cc1Cl)NCCO | 82
CCN(CC)CCCC(C)Nc1nc(-c2ccc(OC)cc2)nc2cc(Cl)ccc12 (configuration not stated) | 52
O=C1/C(=C\c2cccc(OCCCCCOc3ccc(Cl)cc3)c2)N=C2SCCCN12 | 36
COc1cc2oc3cc(C)oc(=O)c3c2cc1OC | 80
O=C1OC(=O)c2c(Br)c(Br)c(Br)c(Br)c21 | 100

# (list continues)
structure | HL-60(TB)
O=C(Cn1cc(C2CC2)nn1)Nc1nc(-c2ccc(F)cc2)cs1 | 103
Cc1ccc(O)c(C(=O)c2ccc(Cl)cc2)c1 | 106
CC1=CC2c3oc(-c4ccccc4)c(C(=O)c4ccccc4)c3CNC2C=C1 (configuration not stated) | 84
Oc1c(Cl)cc(Cl)cc1C1Nc2ccccc2-n2cccc21 (configuration not stated) | 90
Nc1cccc[n+]1CCC(=O)[O-] | 97
COc1cc(-c2noc([C@H](C)NS(=O)(=O)c3ccc(C)cc3)n2)cc(OC)c1OC | 94
COc1ccccc1C1OC2=C(Nc3ccc([N+](=O)[O-])cc3N2)C1=O (configuration not stated) | 61
NC(N)=N/N=C/C=N/N=C(N)N | 130
[Cu+].[NH-][C@H]1C[N-]C(=O)[C@H]([C@H]2CCN=C(N)N2)[N-]C(=O)/C(=C\NC(N)=O)[N-]C(=O)[C@H](CNC(=O)C[C@@H](N)CCCN)[N-]C(=O)[C@H](CO)[N-]C1=O | 104
N=C(N)c1ccc(-c2ccc(-c3cccs3)s2)nc1 | -32*
O=C(O)C1CSCN1 (configuration not stated) | 84&80
COc1ccc(C2=C(CN)C(O)NC(=NCC(=O)c3ccc4ccccc4c3)N2)cc1 (configuration not stated) | 98
CCN1C(=O)N(CC)C2C1NN=c1s/c(=C3\C(=O)Nc4ccccc43)c(=O)n12 (configuration not stated) | -25*
NC(=S)N/N=C/c1ccncc1 | 106
O=S(=O)(NCCNc1nccc(-c2c(-c3cccc(F)c3)nc3sccn23)n1)c1cccc(F)c1 | 101
CCOC(=O)N1CCN(/C=c2\sc3ncnn3c2=O)CC1 | 120
Nc1nc(N)c2c(n1)CN(Cc1ccc(Cl)cc1)C2 | 119
CC#CC(C)(C)N(C)C | 122
N#Cc1c(N2CCN(Cc3ccccc3)CC2)nc(=S)[nH]c1-c1ccccc1 | 110
COc1ccc(-c2nc(N)nc(C)c2-c2ccc(Cl)cc2)c(O)c1 | 80
COc1ccc2c(CCCc3ccc(Cl)cc3Cl)c3[n+](cc2c1OC)CCc1cc2c(cc1-3)OCO2 | -41*
CC[C@]12C=CCN3CC[C@@]4(c5cc(NC(=O)CN[C@@H](Cc6c[nH]c7ccccc67)C(=O)OC)c(OC)cc5N(C)[C@H]4[C@@](O)(C(=O)OC)[C@@H]1OC(C)=O)[C@@H]32 | 94
CCCCCCCCOC(=O)CCN1CC1 | 149
Cc1cc(C)c([N+](=O)[O-])cc1C | 121
Nc1nc2nnc(-c3ccccc3)c(-c3ccccc3)n2n1 | 146
OCCSc1c(Cl)c(Cl)c(SCCO)c(Cl)c1Cl | 98
NC(=O)c1nc2c([nH]c1=O)CCCC2 | 101
NNC(=O)/C(=C\c1cccc([N+](=O)[O-])c1)CC(=O)c1ccc(Cl)c(Cl)c1 | 98
O=C1OC(N2CCCCC2)c2nc3ccccc3c(/C=C/c3ccccc3)c21 (configuration not stated) | 100
COc1cc(/C=C/C(=O)Oc2ccc(/C=C/c3cc(OC(=O)/C=C/c4ccc(O)c(OC)c4)cc(OC(=O)/C=C/c4ccc(O)c(OC)c4)c3)cc2)ccc1O | 91

# In another format: results already given
SMILES: CC(C)=CCc1cc(O)cc2c1OC(C=C(C)C)C1=C2C(=O)C2=C(NCCS2(=O)=O)C1=O (configuration not stated)
  HL-60(TB): -36*

SMILES: NCCCCn1c(Cc2ccc(Cl)c(Cl)c2)nnc1Cc1cc2ccccc2[nH]1
  HL-60(TB): 88

SMILES: Nc1ccccc1Cn1c(=O)[nH]c2cnc(Nc3ccc(OCCN4CCCCC4)cc3)nc21
  HL-60(TB): 100

SMILES: CCn1c(SCC(=O)Nc2nc3ccc(OC)cc3s2)nnc1-c1cccnc1Nc1cc(OC)c(OC)c(OC)c1
  HL-60(TB): 96

# New compounds follow.
structure | HL-60(TB)
Cc1ccc(S(=O)(=O)N2CCC(=O)c3ccccc32)cc1 | 60
Cc1c(OCC(=O)N/N=C/c2ccc(N(CCCl)CCCl)cc2)ccc2c(=O)c3ccccc3oc12 | 66
Cc1nc2ccc(Cl)cn2c1C(=O)NCc1ccc(OCc2cn(Cc3ccccc3)nn2)cc1 | 87
COC(=O)CNC(=O)[C@H](CCSC)NC(=O)[C@H](Cc1ccccc1)NC(=O)[C@@H]1CCCN1C(=O)OC(C)(C)C | 102
COc1ccc(-c2c(C#N)c(-c3ccccc3)nc3c2c(-c2ccc(Cl)cc2)nn3-c2ccccc2)cc1 | 100
CCCCC(=O)N[C@H]1C[C@H]2CC[C@@]1(C)C2(C)C | 99
CC(C)(C)C1COC(=O)C1 (configuration not stated) | 103
Nc1cc(N)c2cccnc2c1O | 60
CCN(C(=O)N1CCN(c2cc3c(cc2F)c(=O)c(C(=O)O)cn3C2CC2)CC1)c1nc(-c2ccc(Cl)cc2)cs1 | -27*
CCOc1ccc(-c2[nH]ncc2-c2ccc(OC)cc2)c(O)c1 | 81
CC(=S)N/C=C(/c1ccc(Cl)cc1Cl)S(=O)(=O)Cc1ccc(Cl)cc1Cl | 98
COc1ccc(Cc2nnc3sc(SCC(=O)c4ccc(C)cc4)nn23)cc1 | 107
CSc1ncc(C(N)=O)c(N)n1 | 101
C=C(C)[C@@H]1CCC=C2CC[C@]3(C)[C@H](CC[C@@H]4[C@@]5(C)CC[C@H](O)C(C)(C)[C@@H]5CC[C@]43C)[C@H]21 | 108

# Some of the compounds tested; rates above refer to the full screens.
